Compound activity from PubChem BioAssay.
NTR1 ag: NTR1-driven beta-arrestin-GFP spot formation – imaging, U2OS cells, high content, primary screen (AID 493036); P30989; agonist mode; 0.17% of 330,000 active; activation, % at 20 µM;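 active = activation at or above 40% of the spot to cytoplasm intensity ratio, with at least 20 cells analyzed; inconclusive = wells under 20 cells, flagged as cytotoxic or low count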;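 also: 0% = DMSO without peptide and 100% = 100 nM NTR1 peptide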
Target sequence (P30989 whole entry, looked up): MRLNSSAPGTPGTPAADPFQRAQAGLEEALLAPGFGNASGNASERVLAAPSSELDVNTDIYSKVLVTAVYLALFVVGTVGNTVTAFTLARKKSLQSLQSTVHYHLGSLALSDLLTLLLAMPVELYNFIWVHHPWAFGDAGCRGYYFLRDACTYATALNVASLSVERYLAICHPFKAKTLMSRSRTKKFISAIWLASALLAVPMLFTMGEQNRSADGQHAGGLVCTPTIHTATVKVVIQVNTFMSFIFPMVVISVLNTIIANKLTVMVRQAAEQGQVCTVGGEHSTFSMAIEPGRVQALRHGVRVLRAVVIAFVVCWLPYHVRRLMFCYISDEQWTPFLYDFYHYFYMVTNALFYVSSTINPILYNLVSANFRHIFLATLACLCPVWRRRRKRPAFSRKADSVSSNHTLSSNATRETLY
GPR35 arrestin U2OS: GPR35 antagonists blocking zaprinast-driven arrestin recruitment, primary screen, imaging, U2OS, beta-arrestin-GFP, zaprinast agonist (AID 2058); one-dose inhibition, % at 10 µM; IC50 in µM for titrated hits; 0.052% of 290,000 active; U2OS GPR35 beta-arrestin-GFP translocation imaging, zaprinast antagonism; higher % means a stronger effect;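 active = inhibition of at least 50% with at least 30 cells and total cytoplasm GFP at most 10,000,000; inconclusive = under 30 cells or total GFP of 10,000,000 plus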
GPR55 LPI antagonism: GPR55 antagonists blocking LPI-driven arrestin recruitment, primary screen, imaging, U2OS, beta-arrestin-GFP, LPI agonist (AID 2013) | U2OS GPR55 beta-arrestin-GFP translocation imaging, LPI antagonism; higher % means a stronger effect | one-dose inhibition, % at 10 µM; IC50 in µM for titrated hits | 0.13% of 290,000 active;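 active = spots per cell inhibited over 60%, with over 100 cells counted and total cytoplasm intensity under 500,000; inconclusive = wells with under 100 cells, flagged as likely toxic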;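 also: U2OS cells stably carrying GPR55 and arrestin-GFP stimulated by 5 µM LPI near EC80; imaged beta-arrestin-GFP aggregate spots per cell after agonist stimulation; plate controls were LPI-stimulated DMSO wells for no effect and DMSO wells without LPI for full effect; some results filed as inactive read as strong as hits; confirmed hits need IC50 under 10 µM and bright autofluorescent wells are also inconclusive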
GPR55 beta-arrestin: GPR55 agonists via beta-arrestin recruitment, primary screen, imaging, U2OS cells, beta-arrestin-GFP redistribution (AID 1961). U2OS GPR55 beta-arrestin-GFP redistribution imaging; higher % means a stronger effect. activation, % at 10 µM; hits with a dose series show EC50 in µM. 0.048% of 290,000 active;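 active = activation above 40% with more than 50 cells counted in the well; inconclusive = wells holding fewer than 50 cells, flagged as toxic or sparse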;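 also: U2OS osteosarcoma cells stably expressing GPR55 and beta-arrestin-GFP; plate controls were DMSO negative control for no effect and LPI positive control for full effect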
Rac1 GTP hydrolysis: MgcRacGAP GTPase-activating activity inhibitors, confirmation, biochemical, ADP Hunter fluorescence; inhibition, % at 30 µM, or IC50 in µM where a hit was titrated; AID 624330; 0.6% of 340,000 active; MgcRacGAP-stimulated Rac1 GTP hydrolysis, ADP Hunter fluorescence; higher % means a stronger effect; GST-tagged Rac1 F28L mutant substrate;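 active = first-screen hits whose inhibition reached a set limit at any dose in the follow-up dose series; inconclusive = inhibition above the set first-screen limit but never retested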;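 also: fluorescence reports GDP produced by GAP-driven GTP hydrolysis; strong numbers were not always called active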
Hep lipid drop: hepatic lipid droplet formation modulation | AML12 mouse hepatocytes, oleate lipid droplets, BODIPY imaging | inhibition, % at 6.5 µM | 0.4% of 240,000 active;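 active = lipid droplet intensity inhibited by at least 50%, with more than 500 cells counted; inconclusive = wells with under 300 cells, treated as cytotoxic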
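Assay system: AML12 hepatocytes (mouse); Probe or stimulus: oleic acid at 100 µM to induce lipid droplet formation; Dosing: compound at 6.5 µM only; Schedule: compound with oleate, overnight; Detection: fluorescence imaging, 20x objective, two fields per well; Measure: % inhibition of lipid droplet signal.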
T cell HTS: modulates CD8 T cell binding to vesicles | 2C CD8+ T cell-vesicle binding, flow cytometry; hits give low values | calls only at 7 µM | 0.068% of 330,000 active | AID 2052;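 active = response, share of CD8 T cells binding vesicles, and their 90th percentile fluorescence all below set limits, cut at about 80% in these data, passing the limit was not always enough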
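Assay system: 2C TCR transgenic mouse naive CD8+ T cells, MACS-purified | Read-out: CD8+ gate FL2 mean fluorescence as % of same-row positive control | Signal: High-throughput flow cytometry with anti-B7-1 and anti-CD8 staining | Timing: Binding step 1.5 h, 37 °C, antibody labelling 20 min, ice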
SV40 large T antigen: TAg ATPase/helicase activity blockers – biochemical (AID 1903); 0.39% of 310,000 active; one-dose inhibition, % at 20 µM; IC50 in µM for titrated hits; SV40 large T antigen ATPase/helicase inhibition assay; higher % means a stronger effect; in the data active = a potency from the dose series; inconclusive = inhibition mostly from about 32% at the one dose, without a potency; inactive = the rest, 99 in 100 with inhibition below about 32%; also: strong numbers were not always called active
LYP phosphatase: inhibitors of LYP phosphatase, biochemical, fluorescence intensity, uHTS (AID 1779); inhibition, % at 11.5 µM, or IC50 in µM where a hit was titrated; 0.054% of 290,000 active; recombinant LYP phosphatase, fluorescence intensity; higher % means a stronger effect; in the data active = inhibition above about 50%;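 also: plate controls were vehicle with enzyme for no effect and no enzyme for full effect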
Hep lipid drop cells 6.5 µM: also measured in Hep lipid drop; calls as there; cell count; measured here: cell count, cytotoxicity flag;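 cells counted across two imaged fields per well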
T cell HTS vesicle-bound %: second read-out of T cell HTS, no call of its own (marks repeat the call); double positive events, %; measured here: CD8+ vesicle-bound cell fraction;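 binding gate set so that unloaded-vesicle control wells show 10% double positive cells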
NTR1 ag cell count 20 µM: recorded beside NTR1 ag, whose call it bears; cell count; measured here: cell count, cytotoxicity flag
* = called active by the depositor; i = inactive; ? = inconclusive; · = not tested or not shown.

Every second line gives: NTR1 ag	NTR1 ag cell count 20 µM	GPR35 arrestin U2OS	GPR55 LPI antagonism	GPR55 beta-arrestin	Rac1 GTP hydrolysis	Hep lipid drop	Hep lipid drop cells 6.5 µM	T cell HTS	T cell HTS vesicle-bound %	SV40 large T antigen	LYP phosphatase
O=C(COC(=O)/C=C/c1ccc(S(=O)(=O)N2CCOCC2)cc1)NCc1ccc(Cl)cc1
  1.9	61	6%	-9%	0.6%	4%	11	736	i	20	21%	-5%
Cc1noc(C)c1S(=O)(=O)N1CCCC(C(=O)Nc2cccnc2)C1 (stereo not given)
  -1.9	88	12%	9%	0.0%	4%	·	·	i	47	-3%	-6%
COc1ccc(C(=O)N/C(=C\c2cc(OC)c(OC)cc2[N+](=O)[O-])C(=O)NCCO)cc1
  -0.5	52	-10%	11%	0.1%	0%	7	601	i	14	1%	-2%
Cc1cc(=O)oc2cc(OC(C(=O)O)c3ccccc3)ccc12 (stereo not given)
  -1.2	68	5%	1%	0.0%	0%	3	820	i	52	5%	-6%
Cc1nsc2nc3c(F)c(F)c(F)c(F)c3cc12
  0.4	66	-7%	4%	-0.1%	13%	·	·	i	64	17%	-9%
CC(C)CN(C(=O)CN1CCN(S(=O)(=O)c2ccc3ccccc3c2)CC1)c1c(N)n(CC(C)C)c(=O)[nH]c1=O
  8.2	66	-6%	6%	-0.2%	7%	-1	679	i	21	6%	-1%
Cc1cnccc1CNC(=O)C1CCC(=O)N(Cc2ccc(Cl)cc2)C1 (stereo not given)
  0.2	75	-10%	4%	0.6%	8%	23	761	i	23	11%	-7%
COc1ccc(Cl)cc1N(C)C(=O)CCc1nc(-c2ccc(C)cc2)no1
  6.5	60	8%	5%	-0.3%	7%	·	·	i	47	23%	-2%
Cc1ccccc1NC(=S)NC(NC(=O)c1ccco1)C(Cl)(Cl)Cl (stereo not given)
  0.6	40	9%	-12%	-0.2%	5%	-23	686	i	18	7%	0%
O=C(O)c1cc(-c2ccc(O)cc2)on1
  0.7	63	12%	10%	-0.2%	3%	8	749	i	56	-1%	-10%
O=C(NC1CCCCC1)C1CCC(=O)N(C2CC2)C1 (stereo not given)
  0.5	67	-4%	18%	0.0%	8%	-34	675	i	19	34%	-1%
O/N=C/c1nc2cc(Cl)ccc2o1
  0.1	70	16%	-10%	0.1%	2%	6	693	i	50	-6%	0%
COc1cccc(OC)c1C(=O)N1CCOCC1
  -0.5	67	-10%	5%	0.3%	0%	18	737	·	·	-3%	-4%
CCCN(CC(=O)Nc1ccccc1OC)Cc1c(O)ccc2ccccc12
  1.3	54	-7%	-3%	-0.2%	10%	-6	700	i	42	16%	-2%
CCCCCCCOC(=O)c1nc(Cl)c(Cl)c(N)c1Cl
  16	53	10%	4%	0.1%	4%	-22	637	i	2	20%	-2%
O=C(Nc1ccc(O)cc1)/C(=C/c1ccco1)NC(=O)c1ccccc1
  1.0	54	2%	11%	-1.5%	?	-3	656	i	10	11µM*	-2%
Cc1cc(C)n(-c2ccc(Cl)c(C(=O)O)c2)n1
  -0.8	49	6%	7%	-0.1%	3%	-30	589	i	54	7%	-10%
CC(=O)CC(c1ccccc1)S(=O)(=O)c1ccc([N+](=O)[O-])cc1 (stereo not given)
  1.5	80	4%	-14%	-0.2%	4%	-12	829	i	34	12%	-6%
CCOC(=O)C1CCN(C(=O)Nc2cc(Cl)cc(Cl)c2)CC1
  1.4	70	18%	10%	-0.1%	5%	-1	623	i	14	10%	0%
CCCCn1c(N)c(N(CCOC)C(=O)c2ccc(S(=O)(=O)N3CCC(C)CC3)cc2)c(=O)[nH]c1=O
  0.9	62	·	·	·	8%	·	·	i	17	12%	·

The closing 2 entries of the section above open the next one.
Every second line gives: NTR1 ag	NTR1 ag cell count 20 µM	GPR35 arrestin U2OS	GPR55 LPI antagonism	GPR55 beta-arrestin	Rac1 GTP hydrolysis	Hep lipid drop	Hep lipid drop cells 6.5 µM	T cell HTS	T cell HTS vesicle-bound %	SV40 large T antigen	LYP phosphatase
CCOC(=O)C1CCN(C(=O)Nc2cc(Cl)cc(Cl)c2)CC1
  1.4	70	18%	10%	-0.1%	5%	-1	623	i	14	10%	0%
CCCCn1c(N)c(N(CCOC)C(=O)c2ccc(S(=O)(=O)N3CCC(C)CC3)cc2)c(=O)[nH]c1=O
  0.9	62	·	·	·	8%	·	·	i	17	12%	·
CC1CCN(CC(O)Cn2c3ccccc3c3ccccc32)CC1 (stereo not given)
  1.1	63	-8%	18%	-0.1%	11%	-7	836	i	36	9%	-7%
COc1ccc(S(=O)(=O)N2CCN(c3ccccc3OC)CC2)cc1C(=O)N1CCCCC1
  -0.5	43	-13%	-4%	-0.2%	4%	-21	744	i	44	2%	-11%
COc1ccc(N2CCN(c3ncnc4c3nnn4Cc3ccccc3Cl)CC2)cc1
  3.9	48	7%	9%	-0.1%	11%	-3	724	i	15	-5%	-5%
COc1ccc(S(=O)(=O)Nc2c(C(=O)O)[nH]c3ccc(OC)cc23)c(OC)c1
  4.8	55	-2%	6%	-0.1%	17%	-5	743	i	1	30%	-8%
CC(C)C(=O)NC(=S)/C=C1/N(C)c2ccccc2C1(C)C
  -1.6	58	3%	0%	-1.1%	4%	-9	675	i	30	8%	2%
COc1nc(-c2ccccc2)c2cc(C)ccc2n1
  0.8	59	1%	8%	-0.1%	1%	1	847	i	56	7%	-12%
c1ccc(Cn2c(Nn3cnnc3)nc3ccccc32)cc1
  -0.3	66	-9%	-3%	-0.2%	6%	-1	740	i	38	5%	-6%
Cc1ccccc1NC(=O)c1cccc(C(=O)Nc2ccccc2C)n1
  0.5	41	6%	4%	-0.2%	6%	12	809	i	46	8%	-9%
Cn1c(=O)n(C)c2cc(S(=O)(=O)N3CCOCC3)ccc21
  0.5	90	-8%	8%	0.1%	-1%	-17	762	i	9	-2%	-2%
Cc1ccc(C)c(/C=C2\CCn3c2nc2cc(C(=O)O)ccc2c3=O)c1
  1.8	116	-2%	15%	-0.1%	6%	·	·	i	63	7%	-5%
CCN1CCCC1CN(Cc1cc2cc(C)ccc2[nH]c1=O)C(=O)Nc1ccccc1OC (stereo not given)
  0.2	43	9%	-25%	0.0%	13%	-13	689	i	44	?	1%
O=C(Nc1ccccc1)c1cccc(N2CCCC2=O)c1
  0.3	39	0%	16%	-0.4%	1%	3	747	i	26	-2%	-8%
COCCNC(=O)CSC1=N/C(=C/c2ccc(Cl)c(Cl)c2)C(=O)N1c1ccccc1F
  7.5	38	-2%	10%	0.1%	-2%	-39	592	i	46	-7%	8%
Cc1ccc(S(=O)(=O)CCC(=O)NCc2ccc(Cl)cc2)cc1
  0.5	43	10%	0%	0.3%	4%	-2	687	i	47	8%	-1%
CCCC(=O)n1nc(-c2cccnc2)nc1NCc1cccs1
  ·	·	0%	7%	-1.2%	7%	-4	704	·	·	7%	-1%
COc1ccc(CCNC(=O)CCCC(=O)n2nc(C)c3ccccc32)cc1OC
  2.4	51	-4%	-2%	0.1%	11%	-23	767	i	29	10%	-12%
Cc1ccc(/C=C2\C(=O)Nc3ccccc32)o1
  -1.5	82	-10%	-18%	-0.1%	15%	-9	661	i	54	11%	-7%
O=C(NC(Cc1ccccc1)C(=O)N1CCN(S(=O)(=O)c2ccccc2)CC1)c1ccccc1 (stereo not given)
  2.0	86	-4%	-11%	-0.1%	1%	-10	743	i	24	12%	-6%
O=c1c2ccccc2nc2n1C(CSCc1ccc(Cl)cc1Cl)CS2 (stereo not given)
  2.4	68	10%	15%	-0.1%	7%	·	·	i	10	7%	-1%
Cc1ccc(S(=O)(=O)N(C)Cc2ccc(C(=O)N/N=C/c3ccc(OC(F)F)cc3OC(F)F)cc2)cc1
  4.4	43	0%	9%	-0.3%	8%	11	618	i	15	7%	-7%
CCn1cc(CN2CCc3c([nH]c4ccccc34)C2c2cccc(OC)c2OC)c(C)n1 (stereo not given)
  0.3	67	3%	2%	-0.2%	0%	18	668	i	33	4%	4%
COc1ccc(-c2nn(-c3ccccc3C)cc2CNCCc2cnc[nH]2)cc1F
  0.1	30	3%	-11%	0.2%	3%	-1	639	i	37	7%	-5%
CCOC(=O)c1ccc(N2CC(O)=C(c3nc4ccccc4c(=O)[nH]3)C2=N)cc1
  1.8	54	-3%	15%	-0.1%	10%	0	751	i	19	-1%	0%
COc1ccc(N2CC(C(=O)OCC(=O)c3cccc(OC)c3)CC2=O)cc1 (stereo not given)
  12	99	1%	-2%	-0.1%	7%	·	·	i	32	21%	-6%
Cc1ccnc(NC(=O)CSc2cc(=O)n(C)c3ccccc23)c1
  2.3	91	0%	-3%	0.0%	10%	·	·	i	31	-2%	-11%
CCCC(=O)NC(C)c1nc2ccccc2n1CC (stereo not given)
  -0.7	80	3%	4%	0.3%	0%	-4	631	i	19	5%	-2%
NC(=O)CC(NC(=O)Cc1cccc2ccccc12)c1ccc(NCCc2ccccc2F)c([N+](=O)[O-])c1 (stereo not given)
  16	105	8%	-2%	1.3%	9%	2	636	i	6	4%	-10%
COc1ccc(C(c2nnnn2Cc2ccc(F)cc2)N2CCN(c3ccccc3)CC2)cc1 (stereo not given)
  3.0	53	3%	13%	-0.2%	9%	·	·	i	52	4%	4%
Cc1ccc(C(=O)N=c2sccn2C)o1
  0.6	60	0%	3%	0.0%	7%	23	694	i	67	10%	-4%
COc1ccc(OC)c2sc(NC(=O)C3COc4ccccc4O3)nc12 (stereo not given)
  9.1	91	·	·	·	1%	·	·	i	21	7%	·
C=CCC1(O)CC(c2ccco2)NC(c2ccco2)C1CCC (stereo not given)
  -1.4	78	1%	-5%	0.5%	30%	14	826	i	31	5%	-8%
COc1ccc(Cn2c(N)c(C#N)c3nc4ccccc4nc32)cc1
  3.3	59	-2%	3%	-0.2%	2%	-7	568	i	32	-10%	-3%
